KCNK9 inh: human KCNK9 channel inhibition; hit rate 1.2% among 310,000; B-score at 10 µM; Q9NPC2; HEK293 KCNK9, FluxOR thallium flux fluorescence; hits give low values;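 active means ratio B-score over 3 SD below the library mean, with starting fluorescence within 5 SD of its mean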;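 further: negative B-score means less thallium flux so channel inhibition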
Dyrk1A ADPGlo: inhibitors of rat Dyrk1A kinase | Q63470 | ADP-Glo luminescence, NFATc1 peptide | inhibition, % at 12.5 µM | hit rate 0.43% among 310,000 | AID 504441; in the data active means inhibition above about 50%;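 further: plate controls were vehicle with enzyme for no effect and no enzyme for full effect; many of its hits are not listed in these tables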
RGS4 act: RGS4 potentiation or activation; HEK293 M3R/inducible RGS4, carbachol calcium flux Fluo4; hits give low values; B-score at 10 µM; hit rate 0.92% among 310,000; AID 463111;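 active means B-score of the integrated calcium signal more than 4 SD below the library mean, with starting fluorescence not abnormally high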;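 further: negative B-score means reduced calcium response which marks RGS4 activation or potentiation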
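Assay system: HEK293 FlpIn-TREx cells, stable M3R, doxycycline-inducible RGS4 / Probe or stimulus: carbachol, ECmax concentration / Times: overnight RGS4 induction, 30 min dye load 37 °C, 20 min compound RT / Signal: kinetic calcium fluorescence imaging with Fluo4-AM dye, 2 µM / Measure: Agonist-evoked peak-minus-minimum fluorescence over baseline, integrated ratio, B score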
KCNQ1 inh: human KCNQ1 channel inhibition. P51787. CHO-K1 KCNQ1, FluxOR thallium flux fluorescence; hits give high values. B-score at 10 µM. hit rate 1.3% among 310,000;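 active means compounds whose thallium flux B-score, printed positive for inhibition, exceeds three library SD while starting fluorescence stays within three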;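 further: channel opened by potassium depolarization with thallium stimulus after 20 min compound exposure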
Target sequence (P51787 whole entry, looked up): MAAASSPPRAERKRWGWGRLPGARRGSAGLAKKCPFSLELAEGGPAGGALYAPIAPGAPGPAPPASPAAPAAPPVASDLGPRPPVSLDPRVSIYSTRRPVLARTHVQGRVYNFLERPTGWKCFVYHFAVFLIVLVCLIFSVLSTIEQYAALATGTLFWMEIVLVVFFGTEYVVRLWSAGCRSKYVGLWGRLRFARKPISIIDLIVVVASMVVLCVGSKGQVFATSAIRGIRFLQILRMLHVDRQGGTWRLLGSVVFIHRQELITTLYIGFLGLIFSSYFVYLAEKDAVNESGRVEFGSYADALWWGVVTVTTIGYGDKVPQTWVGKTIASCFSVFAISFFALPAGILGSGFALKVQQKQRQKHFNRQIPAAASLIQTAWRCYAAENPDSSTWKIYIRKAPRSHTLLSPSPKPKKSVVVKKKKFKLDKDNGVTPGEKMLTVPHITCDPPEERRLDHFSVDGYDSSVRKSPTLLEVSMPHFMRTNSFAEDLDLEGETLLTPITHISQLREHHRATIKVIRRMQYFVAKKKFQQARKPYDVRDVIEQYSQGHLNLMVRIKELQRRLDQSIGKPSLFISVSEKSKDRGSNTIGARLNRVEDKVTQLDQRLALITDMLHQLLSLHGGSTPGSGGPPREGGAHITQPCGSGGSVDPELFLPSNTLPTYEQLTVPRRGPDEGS
PolyA inh: blocks polyadenylation in yeast reporter cells; S. cerevisiae SKY197-pL101 polyadenylation reporter, beta-gal luminescence; efflux-impaired pdr1/pdr3 knockout yeast; score 100 = 6 SD above DMSO; calls only at 12 µM; hit rate 0.02% among 300,000;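 active means lowest replicate activity score at least 50, where 100 means six control SD above control mean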;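 further: yeast exposed to compound for 9 h at 30 °C; higher score means more reporter readthrough which indicates perturbed polyadenylation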
hERG rescue: compounds protecting human hERG from proarrhythmic drug block; CHO-hERG, FluxOR thallium flux, dofetilide IC70 present; activation (rescue from dofetilide block), less the hit threshold, % at 10 µM; Q12809; hit rate 0.51% among 310,000;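 active means activation above the mean of controls blocked by dofetilide plus 5 SD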;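 further: thallium influx through hERG after potassium depolarization seen as dye fluorescence rise; in these data hits start at about 4.7%; inactives centre near -7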
KCNK3 inh: human KCNK3 channel inhibition, primary screen. CHO-KCNK3 thallium flux, FluxOR fluorescence; hits give low values. O14649. hit rate 0.84% among 340,000. AID 602410. B-score at 10 µM;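 active means B-score under library mean minus 4 SD, starting fluorescence ratio at most library mean plus 5 SD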;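 further: more negative B-score means stronger inhibition of thallium flux through KCNK3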
RGS4 block: inhibitors of human RGS4. P49798. HEK293 M3R/RGS4 inducible, Fluo-4 calcium flux; hits give high values; triggered by carbachol at its EC20. B-score at 10 µM. hit rate 0.45% among 310,000;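 active means B-score, a plate-corrected calcium signal, over three deviations above library mean, with baseline fluorescence within five deviations of library mean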;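 further: RGS4 expression induced by doxycycline in cells with stable M3 receptor; B-score is computed from the integrated fluorescence ratio over baseline after carbachol; higher B-score means a larger calcium signal and so more RGS4 inhibition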
Target sequence (P49798 whole entry, looked up): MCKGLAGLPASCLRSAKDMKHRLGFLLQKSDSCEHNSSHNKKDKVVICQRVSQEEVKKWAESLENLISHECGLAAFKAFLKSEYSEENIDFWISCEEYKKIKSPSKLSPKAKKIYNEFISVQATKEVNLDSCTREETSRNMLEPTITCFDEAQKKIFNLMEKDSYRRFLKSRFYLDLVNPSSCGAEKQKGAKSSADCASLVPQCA
GSK3A inh: human GSK-3 alpha kinase inhibition; hit rate 0.1% among 320,000; P49840; AID 2650; inhibition, % at 10 µM; ADP-Glo luminescence, 60 min;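 in the data active means inhibition above about 50%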;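 further: GST-tagged GSK-3 alpha with peptide substrate and 25 µM ATP; 0% = DMSO neutral wells and 100% = GW8510 positive control wells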
GSK3beta inhib: blocks human GSK3beta kinase activity; P49841; GST-GSK3beta kinase, ADP-Glo luminescence, 60 min; hits give low values; activity score (negative = inhibition), % at 10 µM; hit rate 0.038% among 300,000; AID 2097;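 active means more than half of replicate wells score below -50%, meaning over 50% inhibition versus plate controls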;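 further: 0% = median DMSO wells and -100% = median GW8510 positive control wells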
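test system = GST-tagged human GSK3beta kinase, cell-free | reagent = 25 µM ATP with peptide substrate | dosing = one dose of 10 µM per compound | schedule = 60 min reaction, RT | detection = luminescent ADP-Glo measurement of ADP formed | control set = DMSO neutral wells and GW8510 at 20 µM as positive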
KCNQ1 pot: potentiates or activates the human KCNQ1 potassium channel; hit rate 0.35% among 310,000; B-score at 10 µM; CHO-K1 KCNQ1, thallium flux FluxOR fluorescence; hits give high values; AID 2648; P51787;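 active means fluorescence ratio B-score, a plate-corrected score, at least three library SD, with initial intensity B-score within 5 SD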
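Schedule – 37 °C overnight plating, 90-min dark dye load, 20-min compound pretreatment · System – stable KCNQ1 CHO-K1 line · Probe or stimulus – thallium- and potassium-containing depolarizing buffer · Measured by – kinetic FluxOR fluorescence, 10 s baseline plus 110 s post-stimulus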
An asterisk follows results filed as active; i = inactive; nt = no result given. Some of the compounds tested. The share of hits here may be higher or lower than overall.

Order of results: KCNK9 inh	Dyrk1A ADPGlo	RGS4 act	KCNQ1 inh	PolyA inh	hERG rescue	KCNK3 inh	RGS4 block	GSK3A inh	GSK3beta inhib	KCNQ1 pot
> Cc1ccc(S(=O)(=O)N2CCC(C(=O)NCC3CCCCC3)CC2)cc1
→ i	nt	i	i	i	-9.8	i	i	-2.5	nt	i
> CNc1sc(C(=O)c2cccs2)c(N)c1-c1nc2ccccc2s1
→ i	8.8	i	i	i	-5.3	i	i	1.7	-4.2	i
> O=C(COC(=O)/C=C/c1ccco1)NCc1ccccc1Cl
→ i	-2.9	i	i	i	-13.7	i	i	-1.0	-3.0	i
> O=C(COc1cccnc1[N+](=O)[O-])Nc1cccc(S(=O)(=O)N2CCOCC2)c1
→ i	-0.9	i	i	i	-12.9	i	i	0.7	-2.4	i
> CC(C)C(=O)NNC(=O)CSc1ncnc2c1cnn2-c1ccccc1Cl
→ i	4.7	i	i	i	-5.7	i	i	0.1	3.4	i
> CCOC(=O)C1CCCN(c2c(C(=O)c3ccccc3)cnc3ccccc23)C1 (stereo not drawn)
→ i	4.9	i	i	nt	-19.2	i	i	0.6	2.0	i
> Cc1ccc(C2NC(=O)Cc3ccccc32)cc1 (stereo not drawn)
→ i	2.7	i	i	i	-8.5	i	i	-5.1	-3.2	i
> CSc1ccccc1NC(=O)CSCc1ccccc1Br
→ i	2.5	i	i	i	-8.6	i	i	-0.3	0.7	i
> NS(=O)(=O)c1ccc(NC(=S)NNC(=O)c2ccc(Br)o2)cc1
→ i	-4.6	i	i	i	-6.8	i	i	3.1	-1.4	i
> CC(CN1CCN(C)CC1)OC(=O)c1ccc(Cl)cc1Cl (stereo not drawn)
→ i	2.7	i	i	i	-7.4	i	i	-0.2	2.1	i
> CCn1cc(C(=O)NCc2ccccn2)c(=O)c2cc(F)c(N3CCN(C)CC3)cc21
→ i	-7.7	i	i	i	-11.6	i	i	-1.4	1.1	i
> CCOC(=O)C1=C(C)N(Cc2ccc(C(=O)O)cc2)C(=O)NC1c1ccc([N+](=O)[O-])cc1 (stereo not drawn)
→ i	5.5	i	i	i	-9.7	i	i	-0.4	0.1	i
> Cc1nc([N+](=O)[O-])cn1C(C)C
→ i	0.7	i	i	i	-12.7	i	i	-0.8	1.8	i
> COc1ccc(/C(C)=N\NC(=O)c2ccc3c(c2)OCO3)cc1OC
→ i	nt	i	i	nt	-11.6	nt	i	-7.2	2.9	i
> O=C1/C(=C\Nc2ccc(Cl)cc2)CCN1c1ncccn1
→ i	16.2	i	i	i	-4.4	i	i	-3.1	-0.9	i
> CC(=O)C1=NN(c2ccccc2)C2(S1)S/C(=C\c1ccccc1)C(=O)N2c1ccccc1 (stereo not drawn)
→ i	10.0	i	i	i	-6.2	i	i	-0.4	-2.8	i
> CC(C)(C)c1cc(C(=O)NCCN2CCCC2)cc(C(C)(C)C)c1
→ i	-5.0	i	i	i	-9.4	i	i	0.2	-5.5	i
> Cc1ccc(NC(=O)CCn2nc(C)cc2C)cc1
→ i	4.3	i	i	i	-8.5	i	i	0.6	-0.1	i
> CC1CCC(C(C)C)C(=O)/C1=C\c1ccc(NC(=O)CCC(=O)O)cc1 (stereo not drawn)
→ i	4.7	i	i	i	-8.8	i	i	-4.8	1.4	i
> CCOC(=O)CN/C=C(\C#N)c1ccc(F)cc1
→ i	6.3	i	i	i	-3.4	i	i	1.0	3.7	i
> Cc1ccc(SCC(=O)c2sc(-c3ccccc3)nc2C)cc1
→ i	7.8	i	i	i	-6.0	i	i	-2.7	-1.6	i
> COc1ccc(Cl)cc1NC(=O)CCn1c(=O)oc2ccccc21
→ i	-2.6	i	i	i	-8.3	i	i	-1.4	-8.8	i
> COc1ccc(-c2nc(S(=O)(=O)c3ccccc3)c(N3CCOCC3)o2)cc1
→ i	-1.5	i	i	i	-4.8	i	i	-3.1	2.0	i
> O=C1CCC/C(=N/NC(=O)c2cc(NS(=O)(=O)c3cccs3)cc(NS(=O)(=O)c3cccs3)c2)C1
→ i	-1.5	i	i	i	-7.2	i	i	0.3	4.3	i
> COc1ccccc1CC(NC(C)=O)C(=O)NC1CCN(C(=O)c2ccc(C)cc2)CC1 (stereo not drawn)
→ i	-2.9	i	i	i	-6.7	i	i	-2.0	nt	i
> O=[N+]([O-])c1ccc(Oc2cccnc2)nc1
→ i	2.6	i	i	i	-10.8	i	i	-1.1	0.8	i
> COc1ccc(N2CCN(C(=O)CSc3nnc(-c4ccco4)n3C)CC2)cc1
→ i	nt	i	i	i	-7.3	nt	i	1.0	1.7	i
> O=C(NNc1ccc(Cl)cc1)c1c(F)cccc1Cl
→ i	nt	i	i	i	-10.8	i	i	-2.1	1.1	i
> COc1ccc([C@@H]2C[C@H](c3ccccc3)Oc3cc(C)cc(C)c32)cc1
→ i	-0.4	i	i	i	-7.2	i	i	nt	1.4	i
> CCCCn1c(NC(=O)c2ccccc2)nc2ccccc21
→ i	4.9	i	i	i	-0.3	i	i	2.2	1.1	i
> COc1ccnc(Oc2ccc(F)cc2)c1C(=O)N/C=N/OCc1c(Cl)cccc1Cl
→ i	-6.8	i	i	i	-7.8	i	i	-0.3	4.5	i
> COc1cccc(Oc2ccc(S(=O)(=O)N3CCCC3)cc2[N+](=O)[O-])c1
→ i	-3.3	i	i	i	-8.0	i	i	-1.6	-0.2	i
> Cc1cc(C)c(C)c(S(=O)(=O)NC(C(=O)O)C(C)C)c1C (stereo not drawn)
→ i	3.9	i	i	i	-7.8	i	i	-0.3	0.9	i
> COCC(=O)Nc1cc(C)cn(Cc2ccc(F)cc2)c1=O
→ i	-7.4	i	i	i	-17.1	i	i	0.0	1.6	i
> O=C1CSC(=S)N1Cc1cccnc1
→ i	-2.2	i	i	i	-5.9	i	i	-0.9	-3.2	i
> O=C(COc1cc2oc(=O)c3c(c2cc1Cl)CCC3)Nc1ccccn1
→ i	4.7	i	i	i	-1.8	i	i	-1.8	-0.2	i
> O=C(CN1C(=O)CCC1=O)Nc1ccc2c3c(cccc13)CC2
→ i	-5.9	i	i	i	-6.4	i	i	-3.6	-0.8	i
> Cc1ccc(OC(=O)CCC(=O)Nc2ccc(S(=O)(=O)Nc3cc(C)on3)cc2)cc1
→ i	-10.2	i	i	i	-5.4	i	i	-3.1	2.4	i
> Cc1ccc(-c2nn(-c3ccccc3)cc2NC(=O)CCl)cc1
→ i	nt	i	i	i	-13.8	i	i	-3.3	-0.9	i
> O=C(Nc1ccncc1)Nc1ccc(F)c(Cl)c1
→ i	-1.5	i	i	nt	-17.6	i	i	18.2	-0.1	i
> COc1ccc([N+](=O)[O-])cc1NC(=O)c1ccccc1N(C)S(C)(=O)=O
→ i	-0.1	i	i	i	0.1	i	i	-4.0	-8.6	i
> CC(=O)NCCc1ccc(O)cc1
→ i	24.5	i	i	i	-6.0	i	i	0.8	-3.9	i
> COc1cc(C(=O)Nc2c(C(=O)O)[nH]c3ccc(C)cc23)cc(OC)c1OC
→ i	5.5	i	i	i	-11.8	i	i	-1.7	3.3	i
> CCc1nc(SCC(=O)NNC(=O)c2ccc(OC)cc2)c2ccccc2n1
→ i	-0.5	i	i	i	-0.9	i	i	-0.9	-4.6	i
> O=C(CSc1nnc2ccc(-c3ccccn3)nn12)Nc1ccccc1F
→ i	nt	i	i	i	-15.2	i	i	0.4	0.3	i
> C/C(=N\NC(=O)c1c(Cl)cnn1C)c1cccc(NC(=O)COc2ccccc2)c1
→ i	7.3	i	i	i	-7.3	i	i	3.5	-1.6	i
> O=C(Nc1ccccc1Cl)c1ccc2nsnc2c1
→ i	-5.6	i	i	i	-2.9	i	i	-4.5	2.2	i
> C1=CC2c3ccccc3NC(c3ccncc3)C2C1 (stereo not drawn)
→ i	8.0	i	i	i	-12.0	i	i	-1.5	0.8	i
> CCOC(=O)c1cnc(SCC(=O)OC)nc1N
→ i	0.8	i	i	nt	-10.3	i	i	-2.5	-4.0	i
> COc1cccc(CNC(=O)c2ccccc2SCC(=O)N2CCCC2)c1
→ i	0.6	i	i	nt	-8.4	i	i	-1.0	-4.0	i
> CCC(=O)N1CCN(c2cc(N3CCN(C)CC3)c(F)cc2[N+](=O)[O-])CC1
→ i	-4.7	i	i	i	-3.9	i	i	-1.5	2.4	i
> Nn1cc(-c2ccccc2)nc1SCC(=O)NCC1CCCO1 (stereo not drawn)
→ i	nt	i	i	i	-16.6	i	i	-5.4	4.8	i
> Cc1ccc(C2/C(=C(\O)c3ccc4c(c3)OCCO4)C(=O)C(=O)N2Cc2cccnc2)cc1 (stereo not drawn)
→ i	-1.2	i	i	i	-12.8	i	i	10.3	2.4	i
> COc1ccccc1CC(=O)N1CCN(c2ccccc2F)CC1
→ i	3.5	i	i	i	-11.9	i	i	-2.8	1.9	i
> CCc1ccc(NC(=O)Cn2c(=O)c3cccn3c3ccccc32)cc1
→ i	-1.7	i	i	i	-7.0	i	i	-2.5	-3.5	i
> CN(CCCCCCN(C)Cc1ccccc1O)Cc1ccccc1O
→ i	10.2	i	i	i	-4.6	i	i	0.0	1.9	i
